Screens deposited in PubChem by several laboratories.
P. falciparum M1AAP: P. falciparum M1AAP inhibitors, biochemical, fluorogenic H-Leu-NHMec substrate, 1536-well (AID 1445). recombinant M1AAP, H-Leu-NHMec fluorogenic kinetic assay; higher % means a stronger effect. one-dose inhibition, % at 30 µM; IC50 in µM for titrated hits. 0.42% of 220,000 active;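 active = primary inhibition above the hit cutoff, then over 50% inhibition at one or more dose response concentrations, cut at about 23% in these data, passing the limit was not always enough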;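 note: plate controls were DMSO full reaction for no effect and no enzyme background for full effect; strong numbers were not always called active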
P. falciparum M17LAP: P. falciparum M17LAP inhibitors, primary screen, biochemical, fluorogenic H-Leu-NHMec substrate, 1536-well (AID 1619). recombinant M17LAP, H-Leu-NHMec fluorogenic kinetic assay; higher % means a stronger effect. inhibition, % at 30 µM, or IC50 in µM where a hit was titrated. 0.38% of 220,000 active;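 active = compound inhibiting the enzyme by more than half at any dose during confirmatory dose-response retesting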;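 note: plate controls were full reaction with DMSO carrier for no effect and no enzyme background for full effect; strong numbers were not always called active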
XIAP antagonists: XIAP antagonists, biochemical, IAP family, fluorescence polarization (AID 1018); one-dose displacement, % at 20 µM; IC50 in µM for titrated hits; 0.007% of 200,000 active; XIAP BIR domain, fluorescence polarization peptide displacement; higher % means a stronger effect; in the data active = displacement above about 50%; note: a part of the inactive calls stands beside numbers as strong as those of hits
LYP phosphatase: inhibitors of LYP phosphatase, biochemical, fluorescence intensity, uHTS (AID 1779) | recombinant LYP phosphatase, fluorescence intensity; higher % means a stronger effect | inhibition, % at 11.5 µM; hits with a dose series show IC50 in µM | 0.054% of 290,000 active;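 note: plate controls were vehicle with enzyme for no effect and no enzyme for full effect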
TNAP activation fold: human TNAP enzyme activators, primary screen, biochemical, luminescent, no phosphate acceptor, uHTS (AID 1001); purified TNAP, luminescent activation assay, no phosphate acceptor; higher activation fold means a stronger effect; activation fold at 20 µM; hits with a dose series show EC50 in µM; 0.03% of 200,000 active; in the data active = activation fold from about 3, or a potency from the dose series; inactive = the rest, 99 in 100 with activation fold below about 1.6; note: many of its hits are not listed in these tables
PMI inhibitors: inhibitors of human PMI, primary screen, biochemical, fluorescence intensity, coupled assay (AID 1209). purified PMI enzyme, coupled fluorescence intensity; higher % means a stronger effect. one-dose inhibition, % at 20 µM; IC50 in µM for titrated hits. 0.42% of 190,000 active;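 note: plate controls were DMSO vehicle for no effect and wells lacking substrate for full effect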
Yfh1-off respiration: enhancers of respiration in Yfh1-depleted yeast, dose response, Friedreich's ataxia, plus single-dose screen (AID 1465); fold induction at 50 µM, or EC50 in µM where a hit was titrated; S. cerevisiae Yfh1-off respiration, WST-1 reduction, 72 h; higher fold induction means a stronger effect; 0.074% of 220,000 active;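 active = fold induction of absorbance versus untreated yeast above a set limit, then at least 30% activation at any dose in follow-up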;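 note: activators that raise dye reduction in frataxin-depleted yeast; strong numbers were not always called active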
WT yeast gro inh: growth inhibition of WT yeast, mitochondrial fusion screen. AID 1362. inhibition, % at 10 µM. mitochondrial fusion phenotypic screen, WT strain. 2.1% of 190,000 active; in the data active = inhibition above about 58%; tested in S. cerevisiae
human PMI inhibitors: human PMI inhibitors, high substrate, primary screen, biochemical, fluorescence intensity, high mannose 6-phosphate (AID 1220); recombinant PMI enzyme, coupled fluorescence intensity; higher % means a stronger effect; inhibition, % at 20 µM, or IC50 in µM where a hit was titrated; 0.66% of 190,000 active
WT yeast gro inh mutant strain: also measured in WT yeast gro inh; calls as there; inhibition, %; mitochondrial fusion phenotypic screen, mutant strain inhibition
Numbers without * were called inactive; i = inactive; / = no result given. Cut-off read from the data, not from the text of the source, unless noted: active = inhibition above about 50%; inactive = the rest.

smiles	P. falciparum M1AAP	P. falciparum M17LAP	XIAP antagonists	LYP phosphatase	TNAP activation fold	PMI inhibitors	Yfh1-off respiration	WT yeast gro inh	WT yeast gro inh mutant strain	human PMI inhibitors
CCCc1ccc(C#N)c(SC2CC(=O)N(c3ccc(OC)cc3)C2=O)n1 (stereo not given)	/	/	-3.7%	2%	1	16%	i	-7	1	41%
CC(Sc1nncs1)C(=O)NCC(=O)Nc1ccc(F)c(F)c1F (stereo not given)	-1%	2%	-2.8%	-9%	1.2	0%	i	-12	-3	10%
CC(=O)NC1C(=O)Nc2c1cccc2C(F)(F)F (stereo not given)	2%	-2%	-2.8%	-4%	1	-25%	i	-4	-9	-55%
Cc1ccccc1C1(CCN2CCCCC2)CCOC(C)(C)C1 (stereo not given)	-1%	-7%	-2.6%	0%	1.1	1%	i	0	-14	-2%
CCOc1cc2nc3c4ccccc4n(C)c3nc2cc1OCC	7%	2%	-9.1%	-7%	1.1	3%	i	-6	-1	14%
Cn1c(SCC(=O)Nc2cc([N+](=O)[O-])ccc2F)nnc1C(F)(F)F	2%	-3%	-1.9%	-10%	1.2	-1%	i	-10	6	1%
Cc1ccc(Cn2c(CN3CCN(C(=O)c4ccco4)CC3)nc3c2c(=O)n(C)c(=O)n3C)cc1	4%	-18%	-5.6%	-8%	1.1	9%	/	-1	4	2%
O=C(NCc1ccco1)c1ccc(NC(=O)C2COc3ccccc3O2)cc1 (stereo not given)	10%	8%	-8.0%	-2%	1.1	19%	i	1	-16	14%
Cc1ccc(NC(=O)COC(=O)/C=C/c2cccs2)cc1	4%	2%	-5.0%	0%	1	3%	i	-4	7	1%
CC(C)c1nc(SCC(=O)N2CC(=O)Nc3ccccc32)c2ccccc2n1	3%	-1%	-5.0%	-3%	1.1	2%	i	-15	1	1%
CC(C)CNc1nnnc2c1sc1nc(N3CCOCC3)c3c(c12)CCCC3	0%	1%	/	2%	/	/	i	/	/	/
CNC(=S)NNS(=O)(=O)c1ccc(OC)cc1OC	2%	4%	-8.3%	-8%	1.2	-5%	i	-1	10	-7%
COC(=O)c1sc2ccccc2c1NC(=O)c1ccc(S(=O)(=O)N2CCCCC2C)cc1 (stereo not given)	4%	-9%	-1.3%	1%	1	4%	i	6	-6	3%
CN(C)C=C1C(=O)c2ccccc2C1=O	5%	24%	-5.6%	-4%	1.1	12%	i	-8	-9	1%
CSCCC(NS(=O)(=O)c1ccc(C)c(C(=O)O)c1)C(=O)O (stereo not given)	5%	6%	-9.6%	0%	0.9	-22%	i	-20	7	-13%

Three compounds already listed, sorted by molecular weight, rising.
smiles	P. falciparum M1AAP	P. falciparum M17LAP	XIAP antagonists	LYP phosphatase	TNAP activation fold	PMI inhibitors	Yfh1-off respiration	WT yeast gro inh	WT yeast gro inh mutant strain	human PMI inhibitors
CNC(=S)NNS(=O)(=O)c1ccc(OC)cc1OC	2%	4%	-8.3%	-8%	1.2	-5%	i	-1	10	-7%
CC(C)c1nc(SCC(=O)N2CC(=O)Nc3ccccc32)c2ccccc2n1	3%	-1%	-5.0%	-3%	1.1	2%	i	-15	1	1%
COC(=O)c1sc2ccccc2c1NC(=O)c1ccc(S(=O)(=O)N2CCCCC2C)cc1 (stereo not given)	4%	-9%	-1.3%	1%	1	4%	i	6	-6	3%

As a short view, part of the list above:
smiles	P. falciparum M1AAP	P. falciparum M17LAP	XIAP antagonists	LYP phosphatase	TNAP activation fold	PMI inhibitors	Yfh1-off respiration	WT yeast gro inh	WT yeast gro inh mutant strain	human PMI inhibitors
CC(=O)NC1C(=O)Nc2c1cccc2C(F)(F)F (stereo not given)	2%	-2%	-2.8%	-4%	1	-25%	i	-4	-9	-55%
Cc1ccccc1C1(CCN2CCCCC2)CCOC(C)(C)C1 (stereo not given)	-1%	-7%	-2.6%	0%	1.1	1%	i	0	-14	-2%
CCOc1cc2nc3c4ccccc4n(C)c3nc2cc1OCC	7%	2%	-9.1%	-7%	1.1	3%	i	-6	-1	14%
Cn1c(SCC(=O)Nc2cc([N+](=O)[O-])ccc2F)nnc1C(F)(F)F	2%	-3%	-1.9%	-10%	1.2	-1%	i	-10	6	1%
Cc1ccc(Cn2c(CN3CCN(C(=O)c4ccco4)CC3)nc3c2c(=O)n(C)c(=O)n3C)cc1	4%	-18%	-5.6%	-8%	1.1	9%	/	-1	4	2%
O=C(NCc1ccco1)c1ccc(NC(=O)C2COc3ccccc3O2)cc1 (stereo not given)	10%	8%	-8.0%	-2%	1.1	19%	i	1	-16	14%
Cc1ccc(NC(=O)COC(=O)/C=C/c2cccs2)cc1	4%	2%	-5.0%	0%	1	3%	i	-4	7	1%
CC(C)c1nc(SCC(=O)N2CC(=O)Nc3ccccc32)c2ccccc2n1	3%	-1%	-5.0%	-3%	1.1	2%	i	-15	1	1%
CC(C)CNc1nnnc2c1sc1nc(N3CCOCC3)c3c(c12)CCCC3	0%	1%	/	2%	/	/	i	/	/	/
CNC(=S)NNS(=O)(=O)c1ccc(OC)cc1OC	2%	4%	-8.3%	-8%	1.2	-5%	i	-1	10	-7%
COC(=O)c1sc2ccccc2c1NC(=O)c1ccc(S(=O)(=O)N2CCCCC2C)cc1 (stereo not given)	4%	-9%	-1.3%	1%	1	4%	i	6	-6	3%
CN(C)C=C1C(=O)c2ccccc2C1=O	5%	24%	-5.6%	-4%	1.1	12%	i	-8	-9	1%

Further entries:
smiles	P. falciparum M1AAP	P. falciparum M17LAP	XIAP antagonists	LYP phosphatase	TNAP activation fold	PMI inhibitors	Yfh1-off respiration	WT yeast gro inh	WT yeast gro inh mutant strain	human PMI inhibitors
CC1(C)OC(=O)N(c2cccnc2)C1(C)O (stereo not given)	0%	-1%	-6.2%	1%	1.1	4%	i	-8	-3	2%
O=C(c1ccco1)N1CCN(C(=O)c2ccc(COc3ccc(F)cc3)o2)CC1	1%	8%	-1.1%	-4%	1.1	5%	i	-10	-6	-9%
Cc1ccc(S(=O)(=O)N2CCOCC2)cc1NC(=O)c1cc2c(s1)CCC2	-1%	5%	-5.0%	2%	1.1	10%	i	-11	-3	8%
CC(=O)Nc1ccc2nc(C)n(Cc3ccc(Cl)cc3)c(=O)c2c1	-7%	1%	-9.8%	-6%	1.1	-4%	i	16	2	1%
C=CCSC1=NC(N)=C(C#N)C2(CCCCC2)C1C(N)=O (stereo not given)	6%	2%	-1.2%	-6%	1	-2%	i	0	-7	11%
Cc1ccc(-c2nc(CS(=O)CC(=O)NCc3ccccn3)c(C)o2)cc1 (stereo not given)	6%	19%	-1.0%	-6%	1.2	3%	i	12	-5	7%
CC(C)(C)NC(=O)Nc1ccc(Cn2cc(C(F)(F)F)ccc2=O)cc1	6%	12%	-3.5%	-5%	1.1	4%	i	7	-11	5%
N#Cc1c2n(c(=S)n(-c3ccccc3[N+](=O)[O-])c1=O)CCCCC2	3%	1%	-9.7%	-1%	1	-5%	i	7	7	-5%
O=C(NC1CCCCC1)C(Cc1ccccc1)N1C(=O)C2C3CCC(C3)C2C1=O (stereo not given)	-2%	-2%	-0.6%	-4%	1.1	0%	i	-12	3	0%
O=C(/C=C/c1ccc(S(=O)(=O)N2CCOCC2)cc1)NC(=S)Nc1ccc(Cl)cc1Cl	14%	8%	-2.0%	5%	1.4	7%	i	27	19	9%
Cc1ccc(S(=O)(=O)NCC(=O)OCC(=O)N2CCc3ccccc32)cc1	17%	8%	-20%	-8%	1.1	-2%	i	-5	-9	4%
N/C(=N\OC(=O)COc1ccccc1)c1ccc(Cl)cc1	3%	-2%	-2.2%	-4%	1	13%	i	1	-2	6%
Cc1ccc2cc(/C=N/NC(=O)c3ccccc3O)c(Cl)nc2c1	4%	3%	-5.7%	1%	1.1	-7%	i	-3	1	-18%
COc1ccc(C(=O)NCC(=O)OCC(=O)N2N=C(c3ccc(Cl)cc3)CC2c2ccco2)cc1OC (stereo not given)	5%	16%	-1.6%	1%	1	6%	i	3	-11	16%
c1coc(CNc2nc(-c3ccncc3)cs2)c1	3%	-10%	-7.7%	4%	1	-13%	i	17	1	-12%

Other compounds follow:
smiles	P. falciparum M1AAP	P. falciparum M17LAP	XIAP antagonists	LYP phosphatase	TNAP activation fold	PMI inhibitors	Yfh1-off respiration	WT yeast gro inh	WT yeast gro inh mutant strain	human PMI inhibitors
CCCC(=O)Nc1sc2c(c1C(=O)OC)C(C(=O)OC)CC2 (stereo not given)	11%	-1%	-0.6%	-1%	1	5%	i	-10	3	6%
O=C(C1CCC(CNS(=O)(=O)c2cccc3nsnc23)CC1)N1CC=C(c2ccccc2)CC1 (stereo not given)	5%	2%	-1.8%	5%	0.9	0%	i	24	1	-8%
CC(C)=NNc1nc(-c2ccc([N+](=O)[O-])cc2)cs1	7%	0%	-4.3%	-3%	1	-1%	i	11	25	-2%
COc1cc(OC)c2c(-c3ccccc3)cc(=O)oc2c1C(CCN1CCCCC1)c1ccc(N(C)C)cc1 (stereo not given)	4%	8%	/	-9%	/	/	i	/	/	/
C#Cc1ccc([C@H]2C=C(C(=O)N3CCN(Cc4ccc5c(c4)OCO5)CC3)O[C@@H](OCC)[C@@H]2CCCO)cc1	6%	10%	-2.7%	-1%	1.1	9%	i	10	3	5%
Fc1ccc(C2c3[nH]c4ccccc4c3CCN2Cc2cccn2-c2ncccn2)cc1 (stereo not given)	5%	1%	-3.4%	3%	1	/	i	23	-10	/
Cc1ccc(OCCCn2cc(C#N)c3ccccc32)cc1	-1%	-9%	-3.8%	-2%	1.1	7%	i	35	-10	5%
Cc1ccc(S(=O)(=O)N(C)c2c(C)ccc(S(=O)(=O)Nc3ccncc3)c2C)cc1	5%	7%	-4.3%	2%	1.1	-2%	i	-13	-15	-7%
COc1ccc(OC)c2c(C)cc(N3CCCN(C)CC3)nc12	2%	-26%	-11%	0%	1	13%	i	8	7	8%
CCOc1ccc(-c2n[nH]c(C)c2-c2ccccc2OC)c(O)c1	-3%	-16%	-2.2%	-6%	1.1	2%	i	11	-13	-3%
Cc1cc(C)n(C(=O)/C(C#N)=N/Nc2cc(Cl)cc(Cl)c2)n1	6%	10%	-7.9%	2%	1	-14%	i	85*	85*	-4%
CC(C)(C)c1ccc(-c2nnc(SCCN3C(=O)c4ccccc4C3=O)o2)cc1	7%	12%	1.8%	-2%	1.2	5%	i	27	-14	7%
C=CCN(CC=C)C(=O)c1cc2ccccc2c(=O)o1	2%	-10%	-2.0%	-3%	1.1	1%	i	16	9	-2%
O=C(O)COc1ccc(/C=N/O)cc1Br	-2%	18%	1.1%	-3%	1.1	-24%	i	-2	17	-14%
O=C(COC(=O)Cc1ccc(Br)cc1)NC1CCCCC1	1%	-2%	-7.9%	-1%	1.1	-3%	i	5	13	-3%
CCNC(=S)N1CCN(CCN=CC2=C(O)CC(c3cccs3)CC2=O)CC1 (stereo not given)	12%	9%	-1.2%	-6%	1.3	6%	i	9	5	2%
COc1ccc(C2C(C#N)=C(SC)NC3=C2C(=O)CC(C)(C)C3)cc1 (stereo not given)	6%	0%	-7.3%	-3%	1.1	14%	/	79*	16*	12%
c1nnc(-c2ccc3c(c2)OCO3)o1	-4%	-1%	-1.5%	-4%	1.1	-15%	i	-15	14	-16%
